# NSD2 HMT inh: NSD2 histone methyltransferase inhibitors, primary screen, biochemical, AlphaScreen, single concentration, set 2. Histone-lysine N-methyltransferase NSD2 (Homo sapiens), O96028. hit rate 0.54% among 310,000. NSD2 peptide methylation, 120 min. inhibition, % at 12.5 µM; in the data active = inhibition above about 50%
# dFosB activator: activators of delta FosB homodimer, primary screen, biochemical, fluorescence polarization, TAMRA-CDK5 oligo, single point; activation, % at 25 µM; purified delta FosB; percent of positive-control signal above neutral wells; hit rate 0.99% among 340,000; Protein FosB (Mus musculus), P13346;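 active = mean activation above about 17%, with every replicate also reaching it, limit read from the data, passing the limit was not always enough; inconclusive = only one of the two conditions met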;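 note: fluorescence polarization rise as delta FosB binds a TAMRA Cdk5 AP-1 oligo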
# PKA-R1A activ: activators of PKA-R1A holoenzyme, primary screen, biochemical, fluorescence polarization, Cy5-IP20, bovine R1A, mouse PKAc. cAMP-dependent protein kinase type I-alpha regulatory subunit (Bos taurus) + …. PKA-R1A dissociation; scaled: DMSO 0%, 113 µM cGMP 100%. activation, % at 11.4 µM. hit rate 0.083% among 340,000. AID 504707, 2011;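 active = percent activation above the mean of all tested compounds plus 3 SD, cut at about 19% in these data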;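 note: higher means more PKAc released from R1A so a rise in polarization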
# SR-BI DiI-HDL act: activators of SR-BI mediated DiI-HDL uptake, primary screen, ldlA[mSR-BI] CHO cells, DiI fluorescence | hit rate 0.096% among 320,000 | 3 h; 100 = double the neutral-control signal | AID 504775, 2011 | activation, % at 12.5 µM;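 active = mean replicate activation of at least 60% and every replicate at or above 60%; inconclusive = mean or all-replicate condition met, but not both; inactive = mean below 60% and not all replicates reaching 60%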;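 note: 0% = median plate neutral-control signal and 100% = twice that signal; values of inactives mirror those of a sister screen read the other way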
#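 Material: SR-BI-overexpressing, LDLR-lacking CHO cells | Dosing: Single compound concentration, delivered by pin transfer | Probe or stimulus: Labelled HDL, 10 µg/mL | Signal: Bottom-read cell fluorescence after medium removal, ex 550/em 595 nm | Schedule: 3 h, 37 °C | Evaluation: HDL uptake via cellular fluorescence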
# CDK5 p35 inh: inhibitors of human CDK5/p35 kinase, primary screen, biochemical, single concentration. Cyclin-dependent kinase 5 (Homo sapiens) + Cyclin-dependent kinase 5 activator 1 (Homo …. Recombinant CDK5/p35, ADP-Glo luminescence, 60 min. inhibition, % at 10 µM. hit rate 0.01% among 330,000. AID 488839, 2010;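 active = highest replicate inhibition of at least 50% and at least 75% of replicates reaching 50%; inconclusive = only one of the two criteria met; inactive = both criteria failed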;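 note: plate controls were DMSO neutral control for no effect and GW8510 at 10 µM for full effect; many of its hits are not listed in these tables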
# PKA-R2B activ: activators of PKA-R2B holoenzyme, primary screen, biochemical, fluorescence polarization, Cy5-IP20, human; hit rate 0.079% among 340,000; cAMP-dependent protein kinase catalytic subunit beta (Homo sapiens) + cAMP-dependent …; activation, % at 11.4 µM; PKA-R2B holoenzyme dissociation; R2B truncated from residue 108, S112A mutant; 0% DMSO only, 100% 113 µM cGMP;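 active = activation above a cutoff set at the mean over all compounds plus 3 SD, cut at about 18% in these data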;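 note: higher means more holoenzyme dissociation and a rise in polarization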
# Target sequence (P31323 whole entry, looked up, other chains not shown, the tested form may be a part): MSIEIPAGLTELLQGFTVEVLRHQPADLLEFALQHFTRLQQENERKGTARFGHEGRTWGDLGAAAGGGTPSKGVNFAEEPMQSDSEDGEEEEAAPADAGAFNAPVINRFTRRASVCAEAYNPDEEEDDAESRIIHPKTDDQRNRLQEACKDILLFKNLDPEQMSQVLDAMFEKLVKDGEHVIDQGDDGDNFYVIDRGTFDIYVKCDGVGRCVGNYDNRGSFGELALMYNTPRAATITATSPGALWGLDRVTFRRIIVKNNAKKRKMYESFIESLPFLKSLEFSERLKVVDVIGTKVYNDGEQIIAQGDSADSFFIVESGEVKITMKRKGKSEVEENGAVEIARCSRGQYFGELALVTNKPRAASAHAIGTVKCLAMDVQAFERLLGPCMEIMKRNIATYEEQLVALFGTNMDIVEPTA
# Arrestin-AP2 inh: inhibitors of beta-arrestin/AP2 binding, primary screen, biochemical, GPCR trafficking, flow cytometry. FITC-arrestin peptide / GST-AP2 beads; AP2 beta2 appendage carries R879A mutation. hit rate 0.31% among 340,000. beta-arrestin 1 C-terminal peptide binding to AP2 beta2-adaptin appendage (human). inhibition, % at 10 µM. AID 504490, 2011;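 active = inhibition above a set limit, near 3 SD of compounds lacking own fluorescence, cut at about 54% in these data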;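 note: plate controls were DMSO wells for no effect and 5 µM unlabelled arrestin peptide for full effect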
#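 System: GST-tagged AP2 beta2-adaptin appendage (R879A) on 4 µm glutathione beads / Reagent: FITC-arrestin peptide, 50 nM / Detection: HyperCyt-sampled flow cytometry, FL1 channel, ex 488/em 535 nm / Timing: 12 min plus 1 h, RT / Buffer or medium: PBS plus Tween 20 (0.05%) and BSA (0.1%)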
# SR-BI DiI inh: inhibitors of SR-BI mediated HDL lipid uptake, primary screen, ldlA[mSR-BI] cells, fluorescence, single point | Scavenger receptor class B member 1 (Mus musculus), Q61009 | ldlA[mSR-BI] CHO cells, DiI-HDL uptake fluorescence, 3 h | inhibition, % at 12.5 µM | hit rate 0.96% among 320,000;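 active = mean replicate inhibition of at least 70% and a set share of replicates each scoring 70 or more; inconclusive = meets just one of the two criteria; inactive = fails both criteria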;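 note: 0% = median of neutral control wells and 100% = median of positive control wells; values of inactives mirror those of a sister screen read the other way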
# Target sequence (Q61009 whole entry, looked up): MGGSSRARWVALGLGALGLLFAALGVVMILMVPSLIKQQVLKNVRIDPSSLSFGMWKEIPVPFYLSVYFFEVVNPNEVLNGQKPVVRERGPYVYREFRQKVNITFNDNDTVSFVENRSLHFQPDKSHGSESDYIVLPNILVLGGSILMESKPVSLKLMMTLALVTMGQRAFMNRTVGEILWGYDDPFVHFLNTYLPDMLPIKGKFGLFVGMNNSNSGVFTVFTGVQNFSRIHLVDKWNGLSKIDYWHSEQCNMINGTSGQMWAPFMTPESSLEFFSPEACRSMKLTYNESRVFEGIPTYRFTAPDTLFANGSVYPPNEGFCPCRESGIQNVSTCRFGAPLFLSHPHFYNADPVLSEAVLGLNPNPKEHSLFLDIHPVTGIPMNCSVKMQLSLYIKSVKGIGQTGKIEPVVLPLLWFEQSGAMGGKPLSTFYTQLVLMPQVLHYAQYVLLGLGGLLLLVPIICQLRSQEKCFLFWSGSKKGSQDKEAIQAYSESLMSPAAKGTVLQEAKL
# Pemphigus Ab inh: inhibitors of pemphigus antibody binding to DSG3, primary screen, biochemical, bead-based, flow cytometry, scFv-GFP. Desmoglein-3 (Homo sapiens), P32926. DSG3-coupled beads, scFv-anti-DSG3-GFP binding; hits give low values. binding (percent of control), % at 10 µM. hit rate 0.48% among 310,000. AID 588358, 2011;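 active = binding more than 3 SD below its plate's average and above zero; inconclusive = below that plate limit but binding exactly zero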;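 note: hits lower antibody fragment binding to DSG3; some compounds called inactive have numbers as strong as hits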
# SUMO Mot1 rescue: yeast Mot1-301 growth rescue at high temperature, primary screen, SUMOylation pathway inhibitor project, S. cerevisiae, ATP luminescence, 38.5C. S. cerevisiae Mot1-301 growth rescue; percent above DMSO median, 100 means doubled. growth rescue, % at 18.8 µM. hit rate 1% among 320,000;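 active = every valid replicate shows activation above 250% relative to neutral control wells; inactive = the rest, any valid replicate at or below 250%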;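 note: OY570 slx delta 5 strain wells were the positive control but not used for scaling; some compounds called inactive have numbers as strong as hits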
# MITF TRPM1 HTS: activators of MITF-driven TRPM1 promoter reporter, primary screen, cell-based, SK-MEL-5, luciferase, single point; SK-MEL-5 TRPM1-promoter luciferase, 24 h; % of positive control, neutral wells = 0; activation, % at 12.5 µM; hit rate 0.75% among 300,000; AID 588334, 2011;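 active = mean activation of at least 80% with every replicate also reaching 80%; inconclusive = mean reaches 80% but some replicate falls short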;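 note: 0% = neutral control wells and 100% = parthenolide positive control wells; values of inactives mirror those of a sister screen read the other way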
# Starred values were filed as active, the others as inactive; ? = inconclusive; · = not tested or not shown. This is a random part of the collection. About 4.7% of those tested had a hit in this group.
SMILES,NSD2 HMT inh,dFosB activator,PKA-R1A activ,SR-BI DiI-HDL act,CDK5 p35 inh,PKA-R2B activ,Arrestin-AP2 inh,SR-BI DiI inh,Pemphigus Ab inh,SUMO Mot1 rescue,MITF TRPM1 HTS
CC(C)CC(C(=O)NC(C)(C)C)N(Cc1ccccc1Cl)C(=O)c1snc(C(N)=O)c1N (configuration not stated),-9,-4,-2,12,-1.8,-3,2,-12,110,-5,·
CCOC(=O)C1CCCN(C(=O)c2cn(-c3ccccc3)nc2-c2cccnc2)C1 (configuration not stated),-2,-14,-17,13,0.3,-1,35,-13,106,-17,-3
O=C(CSc1nnc(SCc2ccccc2)s1)N/N=C/c1c(Cl)cccc1Cl,-1,-6,0,10,0.3,10,0,-10,92,·,5
CC1CCN(c2nc3c(c(=O)[nH]c(=O)n3C)n2CCSc2ncccn2)CC1,·,2,-8,15,1.4,9,15,-15,100,·,·
Cc1nn(-c2ccccc2)c(Cl)c1C(=O)NCC(=O)O,2,1,0,·,2.3,1,12,·,105,-2,-7
Cc1ccc(NC(=O)CC2S/C(=N/N=C/C=C/c3ccccc3)NC2=O)cc1Cl (configuration not stated),-2,-13,-2,-9,-0.8,0,11,9,75,214,16
CCOC(=O)Cn1c(=O)sc2ccccc21,-4,-1,-16,28,-0.5,-5,-1,-28,105,36,0
Cc1ccc(NC(=O)C2CCC2)cc1S(=O)(=O)N1CCCCCC1,-1,-6,-7,-8,-0.6,-2,-4,8,103,21,-5
Cn1c(/N=C/c2c(O)ccc3ccccc23)nc2ccccc21,24,-2,6,6,0.6,-2,32,-6,105,-5,-38
N#Cc1ccc(OCC(=O)NC(=O)NC2CCS(=O)(=O)C2)cc1 (configuration not stated),1,0,-10,7,-1.2,-1,27,-7,99,-7,4
CC(=O)N(Cc1ccccc1)C(CC(=O)NCc1ccccc1)C(=O)O (configuration not stated),-2,-6,-4,13,1.0,5,-6,-13,89,·,13
COc1ccc(NC(=O)CN(c2ccc(Cl)cc2)S(C)(=O)=O)cc1OC,-3,-5,-3,-64,-0.2,-10,13,64,112,18,·
COc1ccc(C2C(C#N)=C(N)Nc3nc4ccccc4n32)cc1 (configuration not stated),-1,-9,-10,-9,2.1,-7,7,9,·,181,20
Cc1cccc(OCC(=O)NC2CC(C)(C)NC(C)(C)C2)c1,-3,-7,15,12,0.4,14,22,-12,·,147,-12
O=C(COC(=O)c1c(F)cccc1F)Nc1ccc2[nH]c(=O)[nH]c2c1,·,5,7,18,-1.4,-3,6,-18,89,76,-2
CC(=O)N/C(=C\c1ccccc1)C(=O)OCC(=O)c1ccccc1,0,0,6,13,1.1,9,2,-13,98,679*,0
Cc1ccc(N2C(=O)C3N=NN(CC(=O)N4N=C(c5cccc6ccccc56)CC4c4ccccc4)C3C2=O)cc1 (configuration not stated),·,-11,5,-4,0.1,-5,-3,4,94,376*,·
CCN1C(=O)/C(=C/N(C)C)c2ccccc21,-2,0,19*,-15,5.1,6,37,15,105,-2,-10
O=C(CNC(=O)C1CCCCC1)Nc1ccccc1,-2,-2,-11,3,0.4,-18,-7,-3,·,7,-1
COC(=O)Cn1cnc2c(nnn2-c2cccc(OC)c2)c1=O,-2,6,-4,22,-2.4,7,2,-22,98,3,24
O=C1CN(C(=O)CSc2ccc(-c3ccc(F)cc3)nn2)c2ccccc2N1,·,-15,-10,·,-0.5,-10,5,·,·,-6,0
O=C(CCNC(=O)c1ccco1)NC(Cc1c[nH]c2ccccc12)C(=O)O (configuration not stated),0,0,-2,23,-0.4,2,1,-23,·,3,-5
Cc1nc(CSc2ccc(Cl)cc2)cs1,-1,?,6,6,0.8,1,15,-6,103,80,54
COc1ccc(CC(=O)NCC2CCCN(Cc3ccc(F)c(OC)c3)C2)cc1 (configuration not stated),2,-9,-2,-14,1.0,-8,13,14,108,2,-2
Clc1cccc(Cl)c1C[n+]1ccc2ccccc2c1,30,1,-1,26,-0.8,-10,6,-26,114,-8,-31
OC(COC(c1ccccc1)c1ccccc1)CN1CCCCC1 (configuration not stated),1,-10,-6,3,0.9,-6,6,-3,101,-5,2
CCc1ccc(Nc2n[n+](-c3ccccc3)c(-c3cccc(C)c3)s2)cc1,·,2,8,-14,-3.3,-1,0,14,112,-1,11
CCOC(=O)C1CSC(CC(=O)Nc2ccc(Cl)c(Cl)c2)C(=O)N1 (configuration not stated),-1,-17,-7,11,-0.3,8,9,-11,101,15,-8
CCN1C(=O)/C(=C/C=C2/SCCN2C)SC1=S,7,-12,-15,-22,0.3,2,8,22,102,10,·
CCOc1ccc(NC(=O)CSc2nnc(Cc3cccn3C)n2-c2ccc(OC)cc2)cc1,3,-4,7,-5,2.6,-5,11,5,94,5,-9
CC[C@]12c3[nH]c4ccccc4c3CCN1C(=O)C(CC(=O)NCCCOC)C[C@@H]2C(=O)N1CCN(C(=O)c2ccco2)CC1 (some centres not stated),·,3,1,7,0.2,-14,-5,-7,101,10,4
CC(C)CNC(=S)N1CCN(Cc2ccc3c(c2)OCO3)CC1,1,-1,-13,1,-0.4,2,4,-1,102,32,-10
O=C(NCc1cccnc1)C1c2ccccc2C(=O)N1C1CCCC1 (configuration not stated),·,2,-3,72,-1.7,10,-4,-58,102,-30,·
Cc1cccc(NC(=O)CSC2=NN3CCCC(=O)N=C3S2)c1C,·,4,-6,8,0.2,9,-2,-8,99,-12,4
O=C(/C=C/c1ccco1)Nc1cc(Cl)ccc1C(=O)O,21,-9,-10,·,·,8,37,·,102,8,15
CCOC(=O)C1=C(C)N=C2SCCC(=O)N2C1c1cccs1 (configuration not stated),25,0,-2,9,-0.8,10,7,-9,108,0,8
COc1ccccc1C(=O)NC(CCSC)C(=O)NCc1ccncc1 (configuration not stated),0,-4,7,1,0.1,21*,0,-1,113,8,·
COc1ccc(OC)c(C(O)c2coc3ccc(O)c(CN(C)C)c23)c1 (configuration not stated),0,-6,10,-9,-2.0,-1,-3,9,·,·,·
Cc1ncsc1C(=O)NCc1ccc(N2CCCC2=O)cc1,-3,-2,-13,4,3.8,5,-1,-4,105,9,-4
CC(=O)CC1(OC(C)=O)C(=O)N(C)c2ccccc21 (configuration not stated),-1,2,0,-4,0.2,-10,3,4,95,-12,2
NC(=O)CN(c1ccc(Cl)cc1)S(=O)(=O)c1ccccc1,-2,-1,4,8,0.4,3,2,-8,·,28,-2
O=C(O)c1ccc(CSc2nnc(-c3ccco3)n2-c2ccccc2)cc1,-3,-1,-1,8,-1.2,-8,-18,-8,93,4,-3
COc1ccc(NC(C#N)c2ccc(OC)cc2)cc1 (configuration not stated),3,2,1,12,-2.1,-10,27,-12,101,-20,·
Clc1ccccc1-c1nnc2sc(-c3cccs3)nn12,2,-10,16,0,1.0,11,8,0,98,-5,-4
O=C1CCCc2c1[nH]c1ccccc21,-2,-5,0,21,-0.3,4,16,-21,·,18,·
Cc1ccn2cc(CCNS(=O)(=O)c3ccc4c(c3)OCCO4)nc2c1,·,3,-8,10,0.3,6,12,-10,98,191,4
Cc1ccc(Oc2nnc(-c3ccc(C)cc3)c3ccccc23)cc1,33,-4,-2,-29,1.0,-15,-1,29,118,0,24
O=[N+]([O-])c1ccc(N2CCOCC2)cc1O,6,0,5,6,4.4,-4,-4,-6,110,-1,·

# Structures listed so far that have a thiophene ring, fused or not (2):
SMILES,NSD2 HMT inh,dFosB activator,PKA-R1A activ,SR-BI DiI-HDL act,CDK5 p35 inh,PKA-R2B activ,Arrestin-AP2 inh,SR-BI DiI inh,Pemphigus Ab inh,SUMO Mot1 rescue,MITF TRPM1 HTS
CCOC(=O)C1=C(C)N=C2SCCC(=O)N2C1c1cccs1 (configuration not stated),25,0,-2,9,-0.8,10,7,-9,108,0,8
Clc1ccccc1-c1nnc2sc(-c3cccs3)nn12,2,-10,16,0,1.0,11,8,0,98,-5,-4

# Continuation.
SMILES,NSD2 HMT inh,dFosB activator,PKA-R1A activ,SR-BI DiI-HDL act,CDK5 p35 inh,PKA-R2B activ,Arrestin-AP2 inh,SR-BI DiI inh,Pemphigus Ab inh,SUMO Mot1 rescue,MITF TRPM1 HTS
Cc1ccc(C(c2nnnn2C2CCCCC2)N2CCN3CCCC3C2)cc1 (configuration not stated),5,-1,-6,2,0.1,-1,13,-2,·,2,3
CCCCN(C)C(=O)Cn1nc(Cc2ccncc2)c2ccccc2c1=O,2,-2,5,3,-2.0,3,12,-3,102,77,-6
Cc1ccc(C)c(C(=O)N2CCC(n3nccc3NC(=O)C3CC3)CC2)c1,-1,-1,-7,22,-2.3,6,-14,-22,98,19,8
Cc1cc(C(=O)OC(C)C(=O)Nc2cccc(Cl)c2)on1 (configuration not stated),-1,-1,7,6,1.4,-3,-1,-6,104,·,-10
Cc1ccsc1C=C1C(=O)c2ccccc2C1=O,10,-8,5,2,2.9,-6,-3,-2,108,-15,-1
CC(C)(C)OC(=O)N(Cc1ccccc1)Cc1cccc(OCc2cccc(NC(=O)c3ccccc3)c2)c1,·,-12,-6,-73,1.5,-1,-12,73*,104,·,-1
COc1ccc(OC)c2[nH]c(C(=O)N3CCC(C(=O)O)CC3)cc12,7,-7,-3,-75,-1.7,6,-9,75*,·,-9,2

# Screens as filed in PubChem.
